CCT modulator = modulators of cytosolic chaperonin (CCT/TRiC) activity. purified chaperonin ATPase assay, HTRF ADP detection, 30 min. activity change, % (concentration not given with the values), hits read low. actives 0.3% (n = 360,000). AID 651819; in the data active = activity change below about -30%; also: % is scaled to controls: 0 for no effect and ±100 for the full control effect
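TRiC (40 or 20 nM final, by batch activity) in 30 mM Tris pH 7.4, 100 mM KCl, 5 mM MgCl2, 1 mM DTT was treated with compound at 76 uM single dose, then 10 uM ATP, 30 min at 37 °C. ADP was read by HTRF Transcreener.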
A549 tox = A549 cytotoxicity, counter-screen for Nrf2 inhibitors; Potency, µM (doses to about 46 µM), inactives show at the highest dose activity change, negative = cytotoxicity, actives largely listed as inhibitors; AID 504648; actives 0.16% (n = 390,000); A549 ARE-Fluc cells, CellTiter-Fluor viability, 18-24 h; also: potency is read from the fitted curve at half-maximal effect; % is scaled to controls: 0 for no effect and ±100 for the full control effect
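A549 ARE_Fluc cells in 5% FBS OPTI-MEM were exposed to compounds in concentration-response for 18-24 h at 37 deg C. Viability was read by CellTiter-Fluor fluorescence (Ex 405/Em 525) after 30 min, before the luciferase read.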
Mm-Cpn inhibitor = blocks the Methanococcus maripaludis chaperonin Mm-Cpn | Potency, µM (top dose mostly 76.9 µM), for the others: at the highest dose activity, negative = inhibition, actives largely listed as inhibitors | purified Mm-Cpn ATPase, ADP Transcreener TR-FRET | actives 0.031% (n = 330,000); also: potency is read from the fitted curve at half-maximal effect; % is scaled to controls: 0 for no effect and ±100 for the full control effect; nearly all actives have a fitted effect of over 80% in size
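Inhibition of chaperonin ATP hydrolysis is measured as reduced ADP production, detected by competitive TR-FRET in which signal falls with ADP. Final enzyme 25 nM and ATP 10 uM, reacted 30 min at 37°C.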
TGFb SMAD3 inh = TGF-b pathway inhibition; HepG2 CAGA-GFP TGF-b/SMAD3 reporter, GFP fluorescence, 18 h; TGF-beta stimulated, 500 pg/mL final; Potency, µM (titrated, usually from 46.1 µM), for inactives: top-dose activity, negative = inhibition, hits mostly inhibitors; actives 1.2% (n = 410,000); AID 588855; also: potency is read from the fitted curve at half-maximal effect; % is scaled to controls: 0 for no effect and ±100 for the full control effect; nearly all actives have a fitted effect of over 65% in size
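HEPG2 CAGA-GFP reporter cells (1000/well, DMEM with 1% FBS) received compounds, then recombinant TGF-beta at 500 pg/mL final for 18 hours at 37 degrees C. Per-cell GFP summed per well was normalised to unstimulated and stimulated DMSO controls before curve fitting.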
HepG2 viability = kills HepG2 cells in TGF-b inhibitor counter-screen; Potency, µM (highest dose often 46.1 µM), for the others: at the highest dose activity change, negative = cytotoxicity, most hits filed as cytotoxic; actives 0.76% (n = 410,000); HepG2 CAGA-GFP viability, ATP luminescence, 18 h; also: potency is read from the fitted curve at half-maximal effect; some results filed as inactive show a strong effect at the top dose
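HepG2 CAGA-GFP cells (1000/well, DMEM with 1% FBS) received compound, then TGF-beta at 500 pg/mL final, and were incubated 18 hours at 37 degrees C. Viability was read by CellTiter-Glo luminescence. Media-only wells were set as complete cell-killing and DMSO as no toxicity.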
Abeta rescue = A-beta toxicity reversal in yeast | yeast expressing A-beta42, growth rescue, OD600, 48 h; response scale: 0% DMSO, 100% iron-clioquinol control | actives 0.063% (n = 410,000) | Potency, µM (titrated, usually from 46.1 µM), for inactives: at the highest dose growth rescue, actives largely listed as activators; also: potency is read from the fitted curve at half-maximal effect; nearly all actives have a fitted effect of over 55% in size
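Growth rescue measured by 600 nm absorbance after 48 h yeast culture at 30 C with compound. Values normalized between DMSO and an equimolar ferric chloride plus clioquinol control.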
Nrf2 ARE act = activators of Nrf2 (ARE) signaling. actives 0.31% (n = 410,000). AREc32 ARE-luciferase reporter (MCF7-derived line), luminescence, 24 h. Potency, µM (top dose mostly 46.1 µM), for inactives: at the highest dose activation, most hits filed as activators; also: potency is read from the fitted curve at half-maximal effect; % of control where 0% means no effect; nearly all actives have a fitted effect of over 65% in size
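Nrf2 activation is followed as ARE-luciferase induction in the AREc32 line after one day of compound treatment; luminescence is read with Steady-Glo.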
Nrf2 inh = blocks Nrf2 signaling; A549 ARE-Fluc reporter, luciferase luminescence, 18-24 h; Potency, µM (top dose mostly 46 µM), for the others: at the highest dose activity change, negative = inhibition, hits mostly inhibitors; actives 2.1% (n = 360,000); AID 504444; also: potency is read from the fitted curve at half-maximal effect; % is scaled to controls: 0 for no effect and ±100 for the full control effect; nearly all actives have a fitted effect of over 60% in size
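Nrf2 activity is the BugLite luminescence, read 15 min after reagent at room temperature, following CellTiter-Fluor cytotoxicity readout (30 min, 37C). Compound titrations were applied for 18-24 h to 5000 A549 ARE_Fluc cells/well in 5% FBS OPTI-MEM.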
pAkt inh = blocks phosphorylation of Akt; actives 0.32% (n = 360,000); Neuro2A IGF-stimulated pAkt S473 HTRF, 20 min; active compounds read low; activity change, % for hits at 50 µM; in the data active = activity change below about -80%; inconclusive = mostly about -51% to -80%; also: % is scaled to controls: 0 for no effect and ±100 for the full control effect
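Neuro2A cells in DMEM with 0.5% FBS, overnight at 37 deg C, given compound at single 50 µM final, then IGF (6 nM final) for 20 min at 37 deg C. Lysed; phospho-Akt Ser473 by HTRF after 24 h, 665/615 ratio.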
* marks the source's active call; other numbers are inactive results; i = inactive; ? = inconclusive; . = not tested or not shown; [ ] = remark or other dose. Unless noted, calls follow the shape of the dose curve; as a rule, active = well fitted curve in the direction sought with a large enough effect; inconclusive = small, poorly fitted or top-dose-only effect, or another doubt; inactive = no such curve, though single readings can be large; an effect the other way counts as inactive or inconclusive. Rows are unselected. Share with any hit: about 4.3%.

entry | structure | CCT modulator | A549 tox | Mm-Cpn inhibitor | TGFb SMAD3 inh | HepG2 viability | Abeta rescue | Nrf2 ARE act | Nrf2 inh | pAkt inh
1 | O=C(C[C@@H]1C/C=C\CC[C@@H](Cc2ccc(F)cc2)C(=O)OC[C@@H]2CCCN2C1=O)NCCO | -0.3 | 1% | -2% | 12% | 5% | 7% | -0.9% | 15% | i
2 | Cc1[nH]c(=O)[nH]c(=O)c1S(=O)(=O)N(C)Cc1ccccc1 | -2.0 | 2% | 1% | -2% | -19% | 5% | -0.7% | -17% | i
3 | CCC(C)Sc1nc2c(c(=O)n1C)SC(C)C2 (centres undefined) | -1.4 | 0% | 0% | -2% | -5% | -7% | -0.1% | -4% | i
4 | CCNC(=S)N1CCCC(c2nc3ccc(C)cc3[nH]2)C1 (centres undefined) | -1.1 | 8% | 1% | -5% | -12% | -3% | -0.6% | 0% | i
5 | CC#CC[N+](C)(C)CCCCCCCCCC | 1.5 | -8% | 1% | -16% | -2% | -2% | 0.1% | ? | i
6 | CN(C(=O)CC1C(=O)NCCN1Cc1ccc(F)c(F)c1)C1CCOCC1 (centres undefined) | -2.6 | 2% | 1% | 1% | -14% | 15% | -0.6% | 6% | i
7 | O=C1CC(c2ccccc2F)c2cc3c(cc2N1)CCC3 (centres undefined) | 0.2 | 0% | 1% | ? | -17% | 1% | -0.1% | ? | i
8 | CCN1C(=O)C(CC(=O)Nc2ccc(OC)cc2)N(CCc2ccccc2F)C1=S (centres undefined) | -5.2 | -12% | 3% | ? | -3% | 13% | 7.2% | -7% | i
9 | COc1ccccc1N1CCN(C(CNC(=O)C(=O)NCCCN(C)C)c2cccnc2)CC1 (centres undefined) | . | -8% | . | 17% | 3% | 1% | -0.8% | -18% | .
10 | CCOc1cc(C)c(Cl)cc1S(=O)(=O)NC1CC(C)(C)NC(C)(C)C1 | -1.1 | 0% | 0% | -29% | -28% | 19% | 2.9% | 4% | i
11 | Cc1cnc(NS(=O)(=O)c2ccc(N)cc2)nc1-c1ccccc1O | -1.8 | . | . | -1% | 1% | 10% | -0.6% | . | i
12 | COc1cccc(OCc2cc(C(=O)N3CCN(c4ccccc4O)CC3)no2)c1 | 0.2 | 1% | 1% | -4% | -8% | ? | -0.1% | ? | i
13 | O=C(NC1CCCCC1)N1CCCC1 | 1.5 | -5% | 0% | -20% | -23% | 18% | 0.2% | 5% | i
14 | CCCCC(=O)O[C@]1(C(=O)CO)CC[C@H]2[C@@H]3CCC4=CC(=O)CC[C@]4(C)[C@H]3[C@@H](O)C[C@@]21C | -1.4 | -8% | 0% | -2% | -27% | 3% | -0.1% | 0.016µM* | i
15 | CCN(CC)c1ccc(NC(=O)CC2Oc3ccccc3NC2=O)c(C)c1 (centres undefined) | -2.7 | -2% | -2% | ? | -13% | 3% | -0.5% | -13% | i
16 | Cc1ccc2c(=O)cc(C(=O)Nc3sc4c(c3C(=O)NCC3CCCO3)CCCC4)oc2c1C (centres undefined) | . | 5% | . | 1% | -1% | 2% | 0.6% | 1% | .
17 | COCC(=O)Nc1ccc2c(c1)OCC(=O)N2Cc1ccc(C)cc1 | -0.7 | 12% | -8% | -3% | -6% | 6% | 3.1% | 13% | i
18 | Cc1oc2ccc(O)c(CN(C)Cc3ccccc3)c2c1C(=O)Nc1cccc(C(F)(F)F)c1 | . | 0% | . | ? | 10µM* | -6% | -2.0% | ? | .
19 | Nc1c(-c2ccc3c(c2)OCCO3)oc2ccccc2c1=O | -1.5 | 0% | 2% | 6% | -15% | -19% | 7.6% | ? | i
20 | CC1CCC(NC(=O)c2ccc(S(C)(=O)=O)cc2)CC1 (centres undefined) | -1.2 | -1% | 0% | 1% | 1% | -14% | 0.3% | ? | i
21 | Cc1c(OC(C)C(=O)NCC(O)c2ccccc2)ccc2c3c(c(=O)oc12)CCCC3 (centres undefined) | -3.5 | -1% | -3% | -10% | 0.11µM* | 10% | 0.4% | ? | i
22 | COc1ccccc1NC(=O)C1=C(C)Nc2nnnn2C1c1ccc(C(F)(F)F)cc1 (centres undefined) | . | -1% | . | 0% | -30% | -12% | 5.1% | -16% | .
23 | COc1cc(/C=C(/C#N)c2nc3ccccc3[nH]2)ccc1OC(=O)c1ccco1 | -0.9 | -12% | 0% | 132%[activator] | -36% | -9% | 11% | ? | i
24 | CCC1Sc2ccc(S(=O)(=O)CCC(=O)Nc3ccccc3Br)cc2NC1=O (centres undefined) | -2.9 | 26% | -2% | -5% | -11% | -4% | 0.2% | 7% | i
25 | COCCN1CCN(C(=O)c2ccc3oc(CCc4ccccc4)nc3c2)CC1 | -2.1 | -1% | -3% | 14% | -1% | 8% | -0.4% | 14% | i
26 | O=C(O)c1cc(-c2ccccc2)nn1Cc1ccccc1 | . | 1% | . | -1% | -9% | -11% | 0.3% | ? | .
27 | CCC(=O)Nc1cc(-c2cn3cccnc3n2)ccc1OC | . | 2% | . | -17% | 2% | -9% | -0.6% | . | .
28 | O=C(CCCn1cncn1)N1CCCC(N2CCN(c3ccc(F)cc3)CC2)C1 (centres undefined) | -2.2 | 2% | -1% | -8% | 3% | 4% | -0.3% | -2% | i
29 | COCCN(Cc1ccc(OC)cc1)c1c(C)nc2ccc(C(=O)NCCc3c[nH]c4ccccc34)cn12 | 0.9 | . | . | -5% | -19% | 9% | 0.8% | . | i
30 | COCCNC(=O)C1CCCN(C(=O)c2ccc3sccc3c2)CC1 (centres undefined) | 1.1 | . | . | 15% | 0% | -4% | -0.2%[9.22 µM] | . | i
31 | O=C1C(=Cc2cccn2-c2ccc(O)cc2)C(=O)c2ccccc21 | 2.3 | -2% | 0% | -2% | 4% | 0% | 5.7% | 13% | i
32 | Cc1cc2ncn(CCC(=O)NC(C)(C)C)c2cc1C | 2.1 | 9% | -6% | ? | 21% | -4% | 3.1% | 15% | i
33 | Nn1c(SCc2cccc(Cl)c2)nnc1-c1ccncc1 | -0.3 | -7% | 0% | 23% | 6% | -1% | -0.4% | -19% | i
34 | O=C(COC(=O)c1cccnc1)Nc1ccc(F)cc1 | -2.1 | 0% | 1% | -4% | -2% | -10% | -0.1% | 8% | i
35 | CC(=O)c1ccc(C(=O)N(CCN(C)C)c2nc3c(Cl)cccc3s2)cc1 | 1.2 | 7% | -2% | 1% | 12% | -49%[inhibitor] | -0.2% | ? | i
36 | COc1ccc(CNC(=O)c2ccc(NC(=O)N3CCSc4ncccc43)cc2)c(OC)c1 | . | 10% | . | 0% | -24% | 6% | 1.1% | ? | .
37 | O=C(NC1CCCCC1)C(c1ccc(F)cc1)N(CCc1ccccc1)C(=O)CN1C(=O)c2ccccc2S1(=O)=O (centres undefined) | 0.7 | 0% | 0% | 1% | 12% | 2% | -0.4% | -19% | i
38 | COC(=O)c1c(C)oc(C)c1S(=O)(=O)Nc1ccccc1 | -4.4 | 11% | 0% | 26% | 39% | 11% | 0.5% | 4% | i
39 | COc1ccc(-c2ccc(NS(=O)(=O)c3cc(C)c(C)cc3C)cc2)nn1 | . | -3% | . | -12% | -24% | -18% | 0.4% | . | .
40 | N#Cc1cccc(OCC(=O)NC(=O)NCc2ccccc2)c1 | -1.9 | -2% | 1% | ? | 5% | -6% | 0.3% | 14% | i
41 | O=C(CC(c1ccc(F)cc1)c1ccco1)N1CCCC1 (centres undefined) | 0.5 | -3% | 1% | 5% | -24% | 0% | 0.0% | 3% | i
42 | O=C(CN(C1CCCCC1)S(=O)(=O)c1ccc(F)cc1)Nc1ccc2c(c1)OCO2 | -2.9 | -7% | 2% | -17% | -14% | 31% | 2.7% | -25% | i
43 | CCOc1ccc(CC(=O)C2C(=O)CCCC2=O)cc1OCC | 2.1 | 8% | 2% | -1% | -2% | -7%[9.22 µM] | 0.3% | . | i
44 | COc1ccc(CNC(=O)c2cccc3c(-c4cccnc4)coc23)cc1OC | 1.5 | . | . | -7% | -28% | -27% | 0.2% | . | .
45 | CN(C)c1ccc(C(=O)NC2(N3CCC3=O)CCCC2)cc1 | 0.6 | -2% | 1% | 4% | 5% | 1% | -0.5% | 7% | i
46 | C=CCc1cccc(C=Nc2cccn3cc(-c4ccccc4)nc23)c1O | 0.5 | 4% | -8% | 0% | -21% | 3% | 0.5% | ? | i

Compound activity as filed in PubChem BioAssay.
